Tb PGK inh = T. brucei PGK inhibition | PGK/GAPDH coupled, Kinase-Glo luminescence, 60 min | actives 0.043% (n = 380,000) | Potency, µM (series often up to 57.5 µM), for inactives: top-dose activity change, negative = inhibition, most hits filed as inhibitors | AID 602233; further: potency means the concentration at half of the fitted maximal effect; on the % scale 0 is the no-effect control and ±100 the full control effect; nearly all actives have a fitted effect of over 60% in size
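Recombinant glycosomal PGK reaction used 1,3-bisphosphoglycerate generated in-well by GAPDH (100nM final) in 100mM TEA pH 7.6, 5mM MgCl2, 0.01% Tween-20. After 60 minutes at room temperature, ATP was read by Kinase-Glo Plus luminescence end-point.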
G9a inh = inhibitors of human histone lysine methyltransferase G9a. Potency, µM (titrated, usually from 102 µM), inactives show top-dose activity, negative = inhibition, usual class: inhibitors. Q96KQ7. actives 8.8% (n = 350,000). G9a H3K9 monomethylation, AlphaScreen, 2 h; further: potency means the concentration at half of the fitted maximal effect; on the % scale 0 is the no-effect control and ±100 the full control effect; nearly all actives have a fitted effect of over 75% in size
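Signal arises when biotinylated H3K9 peptide, once monomethylated, bridges streptavidin donor and antibody-captured acceptor beads. Enzyme at 20 nM was preincubated 15 min with test compounds; peptide 500 nM and SAM 20 uM then reacted for 2 h.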
POLH inh = blocks human DNA polymerase eta activity | Q9Y253 | recombinant Pol eta, fluorescent DNA replication assay | Potency, µM (titrated, usually from 114 µM), inactives show top-dose activity change, negative = inhibition, usual class: inhibitors | actives 1.2% (n = 390,000) | AID 588591; further: potency means the concentration at half of the fitted maximal effect; on the % scale 0 is the no-effect control and ±100 the full control effect
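Fluorescent replication assay: 50 nM final substrate added after a 15 min room-temperature compound preincubation with 10 nM enzyme. Signal taken at 0 min and again at 10 min.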
HP1b chromo inh = inhibitors of HP1-beta chromodomain binding to methylated histone tails. AlphaScreen HP1-beta / biotin-H3K9me3 peptide binding. Potency, µM (titrated, usually from 114 µM), for the others: at the top dose activity change, negative = inhibition, actives largely listed as inhibitors. actives 0.56% (n = 390,000); further: potency means the concentration at half of the fitted maximal effect; nearly all actives have a fitted effect of over 70% in size; inactives centre near 23
Target sequence (P83916 whole entry, looked up): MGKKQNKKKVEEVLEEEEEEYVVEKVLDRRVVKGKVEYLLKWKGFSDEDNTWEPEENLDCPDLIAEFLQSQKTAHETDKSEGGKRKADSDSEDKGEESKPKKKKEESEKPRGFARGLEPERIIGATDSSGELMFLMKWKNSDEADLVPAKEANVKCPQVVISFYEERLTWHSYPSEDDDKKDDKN
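HP1-beta protein (50 nM final) preincubated 30 min at room temperature with biotinylated H3(1-18)K9me3 peptide (50 nM) in PBS pH 7.4, 0.01% Tween-20, then compound added for 30 min. AlphaScreen streptavidin donor/nickel chelate acceptor beads (10 ug/mL final), 30 min dark, luminescence read.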
BAZ2B inh = inhibitors of human BAZ2B bromodomain | Q9UIF8 | AlphaScreen BAZ2B-H3K14Ac peptide displacement | Potency, µM (series often up to 114 µM), for inactives: at the top dose activity change, negative = inhibition, actives largely listed as inhibitors | actives 4.4% (n = 360,000) | AID 504333; further: potency means the concentration at half of the fitted maximal effect; on the % scale 0 is the no-effect control and ±100 the full control effect; nearly all actives have a fitted effect of over 60% in size
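In this displacement format the biotinylated H3(5-23) peptide acetylated at Lys14 serves as ligand at 50 nM, with BAZ2B at 50 nM in PBS pH 7.4 containing 0.01% Tween-20. Donor and acceptor beads are 10 ug/mL final.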
PI4K2A inh = blocks human PI4K2A kinase activity; Q9BTU6; purified PI4K2A, ADP-Glo luminescence, 1 h; stronger effect = lower value; activity change, negative = inhibition, % at 76.9 µM; actives 0.13% (n = 420,000); AID 1346378; in the data active means activity change below about -50%; inconclusive means mostly about -30% to -49%;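 further: -100% = wells without enzyme as full effect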
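In this quantitative HTS, ADP production by PI4K2A was quantified luminescently after 1 h at ambient temperature; 100 microM adenosine served as plate-quality control.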
Pin1 inhibitor = inhibitors of human Pin1 | AID 504891 | Potency, µM (doses to about 115 µM), without a hit: at the top dose activity, negative = inhibition, usual class: inhibitors | Pin1 FP peptide displacement, HiFluor488, 10 min | actives 0.009% (n = 390,000) | Q13526; active means well fitted inhibition curve with a large enough effect in the polarisation, with a control signal flat, not every such curve was filed as active; inconclusive means small, poorly fitted or top-dose-only effect, or effect the other way, or a change in a side signal; inactive means no such curve, though single readings can be large or run the other way; the % refers to the polarisation; further: potency means the concentration at half of the fitted maximal effect; on the % scale 0 is the no-effect control and ±100 the full control effect
Target sequence (Q13526 whole entry, looked up): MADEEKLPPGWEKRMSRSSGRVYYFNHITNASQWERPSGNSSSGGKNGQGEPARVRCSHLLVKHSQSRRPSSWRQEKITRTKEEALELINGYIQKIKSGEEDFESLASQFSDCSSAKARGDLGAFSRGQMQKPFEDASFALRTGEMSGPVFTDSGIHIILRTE
JMJD2A Tudor = inhibitors of human JMJD2A Tudor domain; actives 4.4% (n = 390,000); Potency, µM (highest dose often 114 µM), for the others: top-dose activity change, negative = inhibition, usual class: inhibitors; AlphaScreen JMJD2A-Tudor / H3K4me3 peptide binding; AID 504339; O75164; further: potency means the concentration at half of the fitted maximal effect; on the % scale 0 is the no-effect control and ±100 the full control effect; nearly all actives have a fitted effect of over 50% in size
GLS inh = glutaminase GLS (human) inhibition. O94925. GLS enzymatic activity, qHTS titration. Potency, µM (highest dose often 45.5 µM), for inactives: at the highest dose activity change, negative = inhibition, usual class: inhibitors. actives 0.21% (n = 410,000). AID 624170; further: potency means the concentration at half of the fitted maximal effect; on the % scale 0 is the no-effect control and ±100 the full control effect
Target sequence (O94925 whole entry, looked up): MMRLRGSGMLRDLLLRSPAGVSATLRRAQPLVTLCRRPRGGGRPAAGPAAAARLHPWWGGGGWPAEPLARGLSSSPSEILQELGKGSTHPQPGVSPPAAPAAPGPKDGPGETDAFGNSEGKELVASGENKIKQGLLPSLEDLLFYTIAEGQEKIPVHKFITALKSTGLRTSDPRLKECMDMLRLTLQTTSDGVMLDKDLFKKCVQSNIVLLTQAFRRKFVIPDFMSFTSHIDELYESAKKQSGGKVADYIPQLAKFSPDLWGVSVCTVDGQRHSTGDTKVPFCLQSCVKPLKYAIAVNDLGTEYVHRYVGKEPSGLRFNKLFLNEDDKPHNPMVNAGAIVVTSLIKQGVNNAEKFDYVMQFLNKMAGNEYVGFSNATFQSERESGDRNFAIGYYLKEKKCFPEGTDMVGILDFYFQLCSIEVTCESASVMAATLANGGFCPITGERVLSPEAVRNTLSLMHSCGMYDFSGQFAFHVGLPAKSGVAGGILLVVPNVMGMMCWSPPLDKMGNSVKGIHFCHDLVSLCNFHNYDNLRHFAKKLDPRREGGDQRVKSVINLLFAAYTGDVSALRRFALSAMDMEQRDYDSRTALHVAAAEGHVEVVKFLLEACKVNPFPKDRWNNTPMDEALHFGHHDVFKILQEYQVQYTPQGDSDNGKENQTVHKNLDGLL
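Human kidney-isoform GLS in 45 mM KH2PO4 pH 8.2, 0.02% Tween-20, with compound, started with 1mM L-Glutamine (added stock). Glutamate oxidase/HRP/Amplex red coupled fluorescence read at start and after 30 min at RT.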
* marks the source's active call; other numbers are inactive results; i = inactive; ? = inconclusive; nt = not tested or not shown; & = joins results of further samples; [ ] = remark or other dose. Unless noted, the call rests on the fitted dose curve; in most records, active means well fitted curve in the direction sought with a large enough effect; inconclusive means small, poorly fitted or top-dose-only effect, or another doubt; inactive means no such curve, though single readings can be large; an effect the other way counts as inactive or inconclusive. An excerpt, so the mix of outcomes need not match the whole.

Each structure is followed by: Tb PGK inh | G9a inh | POLH inh | HP1b chromo inh | BAZ2B inh | PI4K2A inh | Pin1 inhibitor | JMJD2A Tudor | GLS inh
> O=C(Nc1ccc(Br)cc1F)C1CC(=O)N(C2CCCCC2)C1 (centres undefined)
    -4% | nt | -12% | 34% | -5% | 10 | -4% | -6% | -3%
> COc1ccc(-c2nc(CN3CCN(c4cc(C)nc(C)c4)CC3)c(C)o2)c2ccccc12
    -1% | nt | -1% | 7% | -7% | 8 | -1% | -35% | 7%
> COc1ccc(C(=O)N(Cc2cc(OC)c(OC)c(OC)c2)c2ccccn2)cc1
    -4% | 5%[59 µM] | -19% | 73%[activator] | -4% | -7 | 2% | 1% | 2%
> O=C(C1CCC(CNc2c(N3CCCCC3)c(=O)c2=O)CC1)N1CCCC1 (centres undefined)
    -1% | -4% | -8% | 13% | 0% | 4 | 0% | -9% | 23%
> COc1cc(NC(=O)COC(=O)c2cnccn2)c(C)cc1[N+](=O)[O-]
    -7% | nt | -3% | 17% | -14% | 0 | 0% | -10% | 0%
> COc1cc(NC(=O)CCC(=O)N2CCN(S(=O)(=O)c3ccc(C)cc3)CC2)cc(OC)c1
    -8% | nt | -11% | 17% | nt | 1 | 3% | -23% | 7%
> CCOC(=O)N1CCc2c(sc(NCc3cc(OC)c(OC)cc3OC)c2C(=O)Nc2ccc(OCC)cc2)C1
    4% | 3.2µM* | -19% | ? | ? | -5 | 1% | 11µM* | -2%
> CCOc1cc(N2CCOCC2)c(OCC)cc1NC(=O)C1CC(=O)N(c2ccc(C)cc2)C1 (centres undefined)
    -9% | 8%[12.7 µM] | -16% | 38% | 2% | 0 | -4% | -10% | 8%
> COc1ccc(-c2nn(-c3ccccc3)cc2/C=C/C(=O)N2CCOCC2)cc1OC
    6% | -4% | -20% | 38% | ? | 0 | -1% | -19% | -8%
> O=C(NCc1ccccc1CN1CCCC1)C1CCN(S(=O)(=O)c2ccc(Cl)cc2)CC1
    -7% | 16%[59 µM] | -10% | 37% | 8% | -1 | 7% | -3% | 0%
> Cc1ccc(C2CC(=O)c3cnn(-c4nc(C)cc(C)n4)c3C2)cc1 (centres undefined)
    -3% | 7%[59 µM] | 0% | 12% | -2% | 3 | 0% | -11% | 2%
> Cc1cccc(-c2nc(C(N)=O)c3c(n2)n(-c2ccc4c(c2)OCO4)c(=O)n3C)c1
    -3% | 21%[59 µM] | -23% | 30%[activator] | -16% | -2 | 21% | -15% | -10%
> O=C(Nc1cccc(Br)c1)c1ccc(Cl)c(S(=O)(=O)N2CCOCC2)c1
    -4% | -30%[59 µM] | 2% | 21% | -3% | -3 | -1% | -10% | -13%
> CCN(CC)C(=O)c1nc[nH]c1C(=O)N1CCN(c2ccccc2)CC1
    -7% | 7%[2.33 µM] | -11% | 24% | 4% | -3 | -11% | -19% | 21%
> O=C(CSc1nnc(-c2ccccc2Br)o1)Nc1nncs1
    -7% | nt | -3% | 18% | 19% | -5 | -7% | -13% | -1%
> CC(C)n1cnnc1SCC(=O)NCC(=O)Nc1ccc(F)cc1
    -5% | 5%[12.7 µM] | -12% | 35% | -4% | 3 | 0% | 9% | -6%
> COc1ccccc1-c1noc(CCC(=O)NC2CCCC2)n1
    i | nt | -15% | 47%[activator] | -2% | 0 | 2% | -1% | -8%
> Cc1cc(C)c(Cn2c(C(O)c3ccccc3)nc3ccccc32)c(C)c1 (centres undefined)
    i | 2%[59 µM] | -20% | 54%[activator] | -4% | -11 | 9% | ? | -5%
> COc1ccc(/C(C)=N/NC(=O)c2sccc2-n2cccc2)cc1
    -5% | -4% | -17% | 19% | -10% | -1 | -4% | -7% | 20%
> CCOC(=O)N1CCN(Cc2nc3ccc([N+](=O)[O-])cc3c(=O)n2-c2cccc(OC)c2)CC1
    -2% | 40µM* | -11% | 23% | -23% | 1 | 3% | -7% | -5%

Profiles, quoted from the list. Order of values: Tb PGK inh, G9a inh, POLH inh, HP1b chromo inh, BAZ2B inh, PI4K2A inh, Pin1 inhibitor, JMJD2A Tudor, GLS inh
Cc1ccc(C2CC(=O)c3cnn(-c4nc(C)cc(C)n4)c3C2)cc1 (centres undefined) reads -3%, 7%[59 µM], 0%, 12%, -2%, 3, 0%, -11%, 2%
CCOc1cc(N2CCOCC2)c(OCC)cc1NC(=O)C1CC(=O)N(c2ccc(C)cc2)C1 (centres undefined) reads -9%, 8%[12.7 µM], -16%, 38%, 2%, 0, -4%, -10%, 8%
COc1ccc(C(=O)N(Cc2cc(OC)c(OC)c(OC)c2)c2ccccn2)cc1 reads -4%, 5%[59 µM], -19%, 73%[activator], -4%, -7, 2%, 1%, 2%
O=C(NCc1ccccc1CN1CCCC1)C1CCN(S(=O)(=O)c2ccc(Cl)cc2)CC1 reads -7%, 16%[59 µM], -10%, 37%, 8%, -1, 7%, -3%, 0%
O=C(Nc1cccc(Br)c1)c1ccc(Cl)c(S(=O)(=O)N2CCOCC2)c1 reads -4%, -30%[59 µM], 2%, 21%, -3%, -3, -1%, -10%, -13%

Further structures follow.
SMILES | Tb PGK inh | G9a inh | POLH inh | HP1b chromo inh | BAZ2B inh | PI4K2A inh | Pin1 inhibitor | JMJD2A Tudor | GLS inh
COc1cc2[nH]c3ccccc3c2cc1C | -5% | 25%[59 µM] | 5% | 19% | -26% | 0 | 2% | -21% | 0%
CC1=CC(C)(C)NC(=S)N1c1ccc2ccccc2c1 | -4% | 2%[59 µM] | 3%&-10% | 1%[57 µM] | 2% | 3&-1 | -5%&2% | -18%&-9% | -4%&17%
O=C(CNC(=O)c1ccc(Cl)cc1)NC(CO)c1ccccc1 (centres undefined) | 2% | 1% | -6% | 21% | -7% | -2 | 1% | 1% | 6%
CCOC(=O)c1ccc(NC(=O)CC2C(=O)N(c3ccc(F)cc3)C(=O)N2CCC(C)C)cc1 (centres undefined) | -7% | 1%[59 µM] | -16% | 19% | -1% | 3 | 1% | -5% | -5%
CCC(=O)N1CCc2cc(CNC(=O)Cc3ccc(OC)c(OC)c3)ccc21 | 5% | 9%[59 µM] | 6% | 23% | 1% | 4 | 0% | -13% | -4%
COc1ccc(S(=O)(=O)N2CCN(C(=O)[C@H](Cc3ccccc3)NC(=O)c3ccco3)CC2)cc1 | -10% | 4%[59 µM] | -10% | 21% | 7% | -5 | 1% | -14% | 5%
COc1cccc(CNC(=O)C2CCN(S(=O)(=O)c3ccc4c(c3)CCC(=O)N4)CC2)c1 | -1% | -26% | -8% | 24% | -5% | -2 | 4% | -14% | 3%
COc1c2c(nc3occc13)C(CC=C(C)C)(OC)C(OC(C)=O)CC2 (centres undefined) | -5% | 3%[59 µM] | -7% | 24% | -2% | 0 | 7% | -12% | 1%
O=S(=O)(Nc1ccc(Cc2ccncc2)cc1)c1ccc(Cl)c(Cl)c1 | -4% | -17% | -11% | 33% | -4% | -1 | 5% | -19% | 9%
COc1ccccc1OCCSc1nnc(C)n1-c1ccccc1 | 1% | -10% | 6% | 25% | 6% | 1 | -7% | 3% | 0%
CC1CCC(NC(=O)C2c3ccccc3C(=O)N2Cc2ccc3c(c2)OCO3)CC1 (centres undefined) | 1% | 8% | 2% | 9% | -2% | 1 | -2% | -12% | 1%
COc1ccc2c(c1)-c1nc(NC(=O)c3ccco3)sc1CC2 | i | 25µM* | -21% | -26% | -28% | -3 | -2% | -34% | 10%
NNC(=O)c1ccc(COc2ccc(Br)cc2)o1 | 4% | -7% | 8% | 31% | -8% | 3 | 7% | -16% | 12%
O=C(N/N=C\c1ccccn1)c1ccccc1O | -7% | 43% | 1% | 32% | -1% | -6 | 5% | ? | -3%
Cc1nn2c(C(F)(F)F)c3c(nc2c1-c1ccccc1)CCC3 | i | -3% | 3% | 28% | -16% | 7 | -4% | -14% | -1%
O=C(Nc1cc(Cl)ccc1O)C1CC(c2ccccc2O)=NO1 (centres undefined) | -1% | 12% | -21% | 22% | -2% | -7 | 6% | -10% | -16%
O=C(NCCCN1CCCC1=O)C1CCN(S(=O)(=O)c2cccc(C(F)(F)F)c2)CC1 | i | -2%[0.501 µM] | -6% | 31% | -5% | 3 | -13% | -16% | -12%
O=C(NCc1cccc(Br)c1)C1CC2Cn3c(nc4ccccc43)C2N1Cc1ccccc1 (centres undefined) | i | nt | -8% | 54%[activator] | nt | -1 | 1% | -27% | 0%
COc1cccc(CNS(=O)(=O)c2ccc3c(c2)CC(C)N3C(=O)C2CC2)c1 (centres undefined) | -6% | 26%[59 µM] | -8% | 39%[activator] | -11% | 4 | -1% | -24% | 3%
Nc1[nH]c2cc([N+](=O)[O-])ccc2c1-c1ccccn1 | -1% | 45µM* | -12% | ? | 28µM* | 0 | ? | ? | 4%
O=[N+]([O-])c1ccc(N2CCN(CCO)CC2)cc1Sc1ccccn1 | 4% | -5% | -11% | 1% | -19% | 4 | -7% | -5% | 8%
CC(=O)c1ccc(NC(=O)c2ccccc2-c2ccccc2C(=O)O)cc1 | i | nt | -1% | 14% | 7% | 0 | -4% | -12% | -8%
COc1ccc(Nc2cc(C(=O)NCc3ccccc3)c3ccccc3n2)c(OC)c1 | i | -32%[59 µM] | -15% | 31% | nt | 4 | 15% | ? | 3%
CCCCNC(=O)C1Cc2cc(S(=O)(=O)N3CCCCC3)ccc2N1C(C)=O (centres undefined) | -1% | 3% | -12% | 53%[activator] | -3% | 7 | 1% | -15% | -1%
COC(=O)CNc1nc(Cl)nc(Nc2ccc(Cl)cc2)n1 | i | 2% | -3% | 30% | -6% | 2 | 3% | -8%[11.4 µM] | 14%

Screening data as filed in PubChem BioAssay.
